# ABHD5 PLIN5 PPI: blocks binding of human ABHD5 to perilipin-5 | Q00G26+Q8WTS1 | Split G. princeps luciferase complementation, luminescence, 4 h | inhibition, % at 4 µM | actives 0.78% (n = 360,000);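 active = inhibition above the mean inhibition across every tested compound plus 3 SD, cut at about 22% in these data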;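 also: 0% = DMSO only wells and the 100% control is not disclosed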
# SRC1 inh: human NCOA1 inhibition; Q15788; HEK293 GAL4-SRC1 luciferase reporter, luminescence; inhibition, % at 3.6 µM; actives 0.12% (n = 360,000); AID 588354;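 active = inhibition above the campaign mean plus 3 SD, with each screening campaign given its own cutoff, cut at about 60% in these data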;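 also: 0% = DMSO treated cells and 100% = gossypol at 36 µM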
# TLR9-MyD88 inh: TLR9-MyD88 interaction inhibition; CHO BLA complementation TLR9-MyD88, CCF4 FRET ratio; Q9NR96+Q99836; inhibition, % at 4.98 µM; actives 0.21% (n = 340,000);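 active = inhibition above the mean over all tested compounds plus 3 SD, cut at about 21% in these data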;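 also: 0% = DMSO only wells and 100% = clavulanate BLA inhibitor control wells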
# NR5A2 inv ag: suppresses constitutive activity of human LRH-1; HEK293T StAR-luciferase reporter, LRH-1 transfected, 24 h; inhibition, % at 3.6 µM; actives 0.13% (n = 360,000); O00482;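 active = inhibition above the mean inhibition of all tested compounds plus 3 SD, cut at about 73% in these data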;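 also: 0% = DMSO wells and 100% = reporter-only cells lacking LRH-1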
# LMP1 NFkB inh: reduces LMP1-driven NF-kappaB luciferase signal | AID 504558 | LMP1-induced NF-kappaB luciferase reporter cells, luminescence | inhibition, % at 12.5 µM | actives 0.69% (n = 350,000); in the data active = inhibition above about 41%;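 also: 0% = neutral control wells and 100% = reference inhibitor control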
# NCOA3 inh: inhibitors of human steroid receptor coactivator 3 (SRC3) | Q9Y6Q9 | actives 0.17% (n = 360,000) | HEK293 GAL4-SRC3 luciferase reporter, luminescence | inhibition, % at 3.6 µM;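 active = inhibition above a per-campaign cutoff, the mean of all compounds plus 3 SD, cut at about 60% in these data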;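 also: 0% = DMSO-treated cells and 100% = gossypol-treated cells at 36 µM; higher means less SRC3-driven luciferase light from the GAL4 reporter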
# SRC2 inh: human SRC2 (NCOA2) inhibition | actives 0.17% (n = 370,000) | HEK293 GAL4-SRC2 luciferase reporter, luminescence | AID 651957 | Q15596 | inhibition, % at 9 µM;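 active = inhibition above the mean inhibition of all tested compounds plus 3 SD, set per campaign, cut at about 52% in these data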;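 also: 0% = DMSO treated cells and 100% = cells given Gossypol at 36 µM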
# Target sequence (Q15596 whole entry, looked up, the tested form may be a part): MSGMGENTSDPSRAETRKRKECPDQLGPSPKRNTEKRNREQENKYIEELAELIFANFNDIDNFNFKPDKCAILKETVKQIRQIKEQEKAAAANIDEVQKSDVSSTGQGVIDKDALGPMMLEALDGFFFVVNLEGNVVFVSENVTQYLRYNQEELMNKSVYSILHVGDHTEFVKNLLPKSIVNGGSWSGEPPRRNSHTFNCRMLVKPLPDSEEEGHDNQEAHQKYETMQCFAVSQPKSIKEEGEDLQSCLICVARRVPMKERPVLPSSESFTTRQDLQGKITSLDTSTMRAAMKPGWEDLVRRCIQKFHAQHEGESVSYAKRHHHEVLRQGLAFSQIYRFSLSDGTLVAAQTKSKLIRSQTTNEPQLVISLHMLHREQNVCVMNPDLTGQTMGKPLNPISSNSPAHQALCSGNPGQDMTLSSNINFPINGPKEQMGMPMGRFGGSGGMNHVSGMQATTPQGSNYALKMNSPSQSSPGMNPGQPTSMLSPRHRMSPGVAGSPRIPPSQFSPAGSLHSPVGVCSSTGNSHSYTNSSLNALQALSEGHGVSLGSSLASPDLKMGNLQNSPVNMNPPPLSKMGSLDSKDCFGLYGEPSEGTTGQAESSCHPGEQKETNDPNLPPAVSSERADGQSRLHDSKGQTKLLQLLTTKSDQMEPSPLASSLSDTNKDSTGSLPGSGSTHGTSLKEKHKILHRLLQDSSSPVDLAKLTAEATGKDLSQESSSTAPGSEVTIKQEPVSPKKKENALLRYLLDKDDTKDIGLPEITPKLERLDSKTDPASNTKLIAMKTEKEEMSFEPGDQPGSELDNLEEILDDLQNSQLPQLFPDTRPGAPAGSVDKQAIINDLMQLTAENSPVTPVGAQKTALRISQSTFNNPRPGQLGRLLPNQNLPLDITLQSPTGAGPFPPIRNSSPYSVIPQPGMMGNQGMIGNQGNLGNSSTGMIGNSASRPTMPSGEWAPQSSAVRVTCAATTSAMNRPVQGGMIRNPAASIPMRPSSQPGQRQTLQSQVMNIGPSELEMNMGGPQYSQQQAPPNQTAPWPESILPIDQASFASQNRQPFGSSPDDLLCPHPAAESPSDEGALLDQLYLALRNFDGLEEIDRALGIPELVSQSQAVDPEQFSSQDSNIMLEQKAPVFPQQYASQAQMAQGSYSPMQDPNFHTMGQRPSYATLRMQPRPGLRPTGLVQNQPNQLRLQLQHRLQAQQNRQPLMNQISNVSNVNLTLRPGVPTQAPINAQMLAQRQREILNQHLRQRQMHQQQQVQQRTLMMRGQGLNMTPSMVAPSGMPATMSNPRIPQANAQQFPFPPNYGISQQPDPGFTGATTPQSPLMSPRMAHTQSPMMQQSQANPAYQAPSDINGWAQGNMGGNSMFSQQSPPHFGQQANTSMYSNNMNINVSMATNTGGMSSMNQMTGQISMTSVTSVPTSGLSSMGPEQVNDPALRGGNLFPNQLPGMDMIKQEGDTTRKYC
# NOD2-RIPK2 inh: inhibitors of human NOD2-RIPK2 interaction | inhibition, % at 4.98 µM | actives 0.38% (n = 360,000) | CHO BLA complementation NOD2-RIPK2, CCF4 ratio | AID 624267; in the data active = inhibition above about 21%;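 also: 0% = vehicle only and 100% = reference blocker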
# MC4R antagonist: blocks human MC4R cAMP signaling; MC4R-expressing cells, MTII-stimulated cAMP, LANCE TR-FRET; actives 0.48% (n = 360,000); inhibition, % at 6.5 µM; P32245; AID 540295;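 active = inhibition above its plate's cutoff, the mean of tested wells on that plate plus 3 SD, cut at about 29% in these data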;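 also: 0% = Melanotan II alone and 100% = Melanotan II plus saturating MCL0020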
#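 material = U2OS cells stably expressing human melanocortin 4 receptor (MC4R) | also added = Melanotan II challenge | dosing = single nominal compound dose of 6.5 µM | detection = TR-FRET with Eu-cAMP and labeled anti-cAMP, 671 nm | replication = singlicate | timing = compound 30 min, challenge 1 h, detection 1 h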
# MC4R barr agon: agonists of human melanocortin 4 receptor (MC4R) beta-arrestin; P32245; U2OS MC4R beta-arrestin complementation, luminescence; percent of melanotan II response, DMSO zero; activation, % at 8.9 µM; actives 0.98% (n = 360,000); AID 540308;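 active = activation above a per-plate cutoff, the mean activation of sample wells on that plate plus 3 SD, cut at about 8% in these data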
# NR2F2 inh: inhibitors of human COUP-TFII (NR2F2); P24468; HEK293T NGFI-A luciferase reporter, luminescence; inhibition, % at 8.6 µM; actives 0.7% (n = 370,000); AID 686940;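 active = inhibition above a per-plate cutoff, mean inhibition of test wells between control levels plus 3 SD, cut at about 38% in these data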;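 also: cells cotransfected with COUP-TFII expression vector driving the NGFI-A reporter; 0% = median of COUP-TF2 test wells and 100% = reporter-only cells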
# * marks the source's active call; other numbers are inactive results; / = not tested or not shown. The list is partial; the hit share may differ from the screen's.
entry	SMILES	ABHD5 PLIN5 PPI	SRC1 inh	TLR9-MyD88 inh	NR5A2 inv ag	LMP1 NFkB inh	NCOA3 inh
1	Cc1ccc(N(C(C)C(=O)NCc2ccncc2)S(C)(=O)=O)cc1C (configuration not stated)	0	8	7	14	-3	-11
2	Cc1c(Cl)c([N+](=O)[O-])nn1CC(=O)NCc1ccco1	3	-8	-1	-6	-3	-5
3	CCOc1ccccc1N(C(=O)c1snc(C(N)=O)c1N)C(C(=O)NCc1ccccc1)c1ccc(O)cc1 (configuration not stated)	3	-30	-3	6	38	-19
4	CCOc1ccc(S(=O)(=O)N2CCCCC2)cc1NC(=O)CC1OC(=O)c2ccccc21 (configuration not stated)	-5	8	1	-11	-6	-9
5	Cc1cc(-c2ccccc2)nc(N/N=C/c2ccc([N+](=O)[O-])cc2)n1	8	-1	-13	11	3	11
6	CCN(CC(=O)Nc1c(F)cccc1F)C(=O)c1cccc(S(=O)(=O)N2CCCCCC2)c1	7	1	3	13	5	2
7	CCOC(=O)C(NC(C)=O)C(=O)Nc1ccc(OC)cc1 (configuration not stated)	6	9	-9	16	0	19
8	CCN(CC(=O)NCc1cccs1)C(=O)c1ccc(C)o1	0	-3	-4	14	-4	-13
9	COCCCn1c(-c2ccc(OC)cc2)nc2c1c(=O)[nH]c(=O)n2Cc1ccccc1	-5	8	-4	5	3	-8
10	Cc1ccc2nc(SCC(=O)Nc3cc([N+](=O)[O-])ccc3F)[nH]c2c1	-5	-15	-1	8	-8	-11
11	CCCCC(=O)Nc1cnc(NC(=O)c2ccco2)cc1C	-2	-39	-6	-43	-12	-38
12	CC1CN(c2nc3c(c(=O)n(Cc4ccc(Cl)c(Cl)c4)c(=O)n3C)n2C)CC(C)O1 (configuration not stated)	4	9	6	3	5	-1

entry	SRC2 inh	NOD2-RIPK2 inh	MC4R antagonist	MC4R barr agon	NR2F2 inh
1	-2	-5	-1	-0.2	-13
2	-24	-3	13	-1.6	9
3	2	-4	31*	-1.5	-1
4	-2	-3	10	-1.3	7
5	21	-11	3	0.3	2
6	9	-12	-6	-2.5	1
7	2	-11	9	2.9	-3
8	-27	-1	1	-2.8	10
9	13	2	1	-1.7	7
10	-9	-3	-3	-0.3	-7
11	-43	-6	1	-0.8	-26
12	7	2	8	-1.8	-15

entry	SMILES	ABHD5 PLIN5 PPI	SRC1 inh	TLR9-MyD88 inh	NR5A2 inv ag	LMP1 NFkB inh	NCOA3 inh
13	CCOC(=O)c1cccc(-n2cccc2/C=C2\NC(=O)N(CC(=O)O)C2=O)c1	5	2	-12	-1	0	-2
14	S=C(Nc1ccc(Cl)cc1)NC1CCN(Cc2ccccc2)CC1	5	-9	1	15	9	14
15	O=C1N=C(N2CCCC2)S/C1=C\c1ccccc1	2	1	-7	-27	-1	-8
16	CN(CC(=O)Nc1ccc(F)cc1)C(=O)Cn1cnc2ccc([N+](=O)[O-])cc2c1=O	6	-4	1	5	-4	6
17	CN(C(=O)COC(=O)c1cnc(Cl)c(Cl)c1)C1CCS(=O)(=O)C1 (configuration not stated)	-5	3	-12	17	-3	9
18	O=C(Nc1c(C(=O)N2CCOCC2)oc2ccccc12)c1ccccc1Cl	10	2	-14	-5	6	14
19	CC1(C)C(=O)OC(c2cccn2-c2ccc([N+](=O)[O-])cc2)C2(CCCCC2)C1=O (configuration not stated)	1	-8	-8	12	-13	3
20	CCCCOC(=O)C1C2C=C[C@]3(CN(CCCOC)C(=O)[C@H]13)O2 (some centres not stated)	4	7	-8	-12	2	15
21	CC(C)(C)C(=O)Nc1scc(-c2ccc(-c3ccccc3)cc2)c1C(=O)O	-8	2	-6	-4	-2	17
22	CC(C)Cn1c(N)c(C(=O)CSc2nncs2)c(=O)n(C)c1=O	3	1	3	-3	-1	4
23	CC(C)N(C(=O)CSc1nnc(Cc2ccc3c(c2)OCO3)n1C)C(C)C	-7	2	-8	8	-4	19
24	CCn1c(CCNC(=O)c2cccs2)nnc1SCC(=O)Nc1cccc(Cl)c1	6	-3	-9	-24	-17	5

entry	SRC2 inh	NOD2-RIPK2 inh	MC4R antagonist	MC4R barr agon	NR2F2 inh
13	-23	-13	-7	1.1	-2
14	6	-5	5	5.7	-4
15	0	-7	0	-0.8	-5
16	12	-2	3	-2.3	8
17	2	11	11	-1.3	-4
18	-27	-3	0	1.1	-7
19	12	-4	14	0.9	10
20	5	-9	5	-1.0	2
21	-14	-3	16	-1.4	-14
22	0	-6	1	-2.7	-4
23	24	1	-1	-2.3	18
24	4	-18	9	-1.1	5

entry	SMILES	ABHD5 PLIN5 PPI	SRC1 inh	TLR9-MyD88 inh	NR5A2 inv ag	LMP1 NFkB inh	NCOA3 inh
25	COc1ccc(NC(=O)CSc2nc3ccccc3n2-c2ccccc2)c([N+](=O)[O-])c1	4	7	2	-4	8	12
26	CCCS(=O)(=O)NC(=O)C1(C)CCCN(C(=O)C(C)(C)Oc2ccc(Cl)cc2)C1 (configuration not stated)	3	1	/	25	/	-11
27	Cc1cc(C)c(OCCCCN(C)Cc2ccccc2)c(C)c1	1	15	-11	-1	-2	4
28	Cc1ccc(NC(=O)CS(=O)CC(=O)Nc2cnc3ccccc3c2)cc1Cl (configuration not stated)	5	-12	3	-8	-1	-4
29	O=S(=O)(Cc1cc(Oc2ccccc2)nc(-c2ccccc2)n1)c1ccccc1	-1	9	2	5	1	10
30	COc1ccc(NC(=O)C2Cc3c(-c4ccccc4Oc4ccccc4)ccnc3O2)cc1OC (configuration not stated)	-3	16	/	9	/	13
31	COc1cc2c(-c3ccccc3)c(C)oc2cc1/C=N/NC(N)=S	-2	-28	0	33	-16	-39
32	COc1ccc(-c2ccc(C#N)c(SCC(=O)NC3CC3)n2)cc1OC	-7	-11	-2	10	12	16
33	CCc1c(C)[nH]c(C(=O)OCc2ccccc2)c1C	1	-36	-4	-24	-15	7
34	COc1ccc(OC)c(CCNC(=O)c2ccc(CS(=O)Cc3cccc(Cl)c3)o2)c1 (configuration not stated)	4	7	8	-22	0	-29
35	Cc1cc(O)c(C2(C(F)(F)F)NCCNC2=O)cc1C (configuration not stated)	-2	-21	-1	4	-7	3
36	Cn1c(N)c(C(=O)COC(=O)CCCc2c[nH]c3ccccc23)c(=O)n(C)c1=O	-1	6	0	-13	2	-6

entry	SRC2 inh	NOD2-RIPK2 inh	MC4R antagonist	MC4R barr agon	NR2F2 inh
25	-16	-5	8	-1.6	16
26	3	4	3	-1.2	-3
27	0	3	18	3.2	-7
28	-15	0	13	-2.2	3
29	17	-2	2	-0.2	2
30	24	-7	1	-0.6	64*
31	-9	-17	23	16*	3
32	-3	-1	1	1.1	-20
33	-42	0	-1	10*	-17
34	8	-20	0	-1.9	3
35	4	0	13	-0.9	5
36	-18	-8	5	-2.3	-1

# 3 compounds from above, arranged by SMILES length, high to low:
entry	SMILES	ABHD5 PLIN5 PPI	SRC1 inh	TLR9-MyD88 inh	NR5A2 inv ag	LMP1 NFkB inh	NCOA3 inh
9	COCCCn1c(-c2ccc(OC)cc2)nc2c1c(=O)[nH]c(=O)n2Cc1ccccc1	-5	8	-4	5	3	-8
5	Cc1cc(-c2ccccc2)nc(N/N=C/c2ccc([N+](=O)[O-])cc2)n1	8	-1	-13	11	3	11
24	CCn1c(CCNC(=O)c2cccs2)nnc1SCC(=O)Nc1cccc(Cl)c1	6	-3	-9	-24	-17	5

entry	SRC2 inh	NOD2-RIPK2 inh	MC4R antagonist	MC4R barr agon	NR2F2 inh
9	13	2	1	-1.7	7
5	21	-11	3	0.3	2
24	4	-18	9	-1.1	5

# More records.
entry	SMILES	ABHD5 PLIN5 PPI	SRC1 inh	TLR9-MyD88 inh	NR5A2 inv ag	LMP1 NFkB inh	NCOA3 inh
37	COc1ccccc1N1CCN(S(=O)(=O)c2cc(-c3cc(C)no3)ccc2C(C)C)CC1	-7	-12	4	14	6	11
38	Cn1cc(S(=O)(=O)N2CCCC(C(=O)O)C2)cn1 (configuration not stated)	-1	-1	-9	3	-5	16
39	CCCCn1c(=O)c(CCC(=O)OC(C)C(=O)Nc2cccc(Cl)c2Cl)nc2ccccc21 (configuration not stated)	-7	-1	-3	-4	5	2
40	COc1cc(C(=O)OCC(=O)NC(C)CCc2ccccc2)cc(OC)c1OC (configuration not stated)	1	-14	-11	13	-2	17
41	CCC(c1nnnn1Cc1ccccc1)N(Cc1ccco1)Cc1cc2cc(OC)ccc2[nH]c1=O (configuration not stated)	8	-5	-36	3	2	-5
42	CN(CCOc1ccc(Cl)cc1)C(=O)CN1C(=O)NC2(CCCC2)C1=O	-8	-9	7	-4	3	-1
43	COc1ccc(CN2[C@@H](CC(=O)O)c3ccccc3S2(=O)=O)cc1	0	-2	1	-3	-5	-8
44	Nc1ncnc2c1ncn2[C@@H]1O[C@H](COP(=O)(O)O)[C@@H](O)[C@H]1O	0	0	4	-22	12	-29
45	CCOC(=O)Cc1csc(NC(=O)CS(=O)(=O)Cc2ccccc2)n1	-2	-4	3	2	6	-1

entry	SRC2 inh	NOD2-RIPK2 inh	MC4R antagonist	MC4R barr agon	NR2F2 inh
37	-19	-11	3	-2.7	6
38	16	-2	-1	-1.0	-21
39	-15	1	10	4.3	-4
40	-3	-6	13	0.3	7
41	-18	4	12	-0.6	-7
42	-9	0	7	-1.0	3
43	-8	-6	8	-0.6	4
44	-30	-13	-16	-1.1	-24
45	0	-5	-2	-2.2	8

# One compound at a time, as listed above. Screens in order: ABHD5 PLIN5 PPI | SRC1 inh | TLR9-MyD88 inh | NR5A2 inv ag | LMP1 NFkB inh | NCOA3 inh | SRC2 inh | NOD2-RIPK2 inh | MC4R antagonist | MC4R barr agon | NR2F2 inh
# Listed for `COc1ccccc1N1CCN(S(=O)(=O)c2cc(-c3cc(C)no3)ccc2C(C)C)CC1` = -7 | -12 | 4 | 14 | 6 | 11 | -19 | -11 | 3 | -2.7 | 6
# Listed for `COc1ccc(CN2[C@@H](CC(=O)O)c3ccccc3S2(=O)=O)cc1` = 0 | -2 | 1 | -3 | -5 | -8 | -8 | -6 | 8 | -0.6 | 4
# Listed for `CCOC(=O)Cc1csc(NC(=O)CS(=O)(=O)Cc2ccccc2)n1` = -2 | -4 | 3 | 2 | 6 | -1 | 0 | -5 | -2 | -2.2 | 8
# Listed for `CN(CCOc1ccc(Cl)cc1)C(=O)CN1C(=O)NC2(CCCC2)C1=O` = -8 | -9 | 7 | -4 | 3 | -1 | -9 | 0 | 7 | -1.0 | 3
# Listed for `Nc1ncnc2c1ncn2[C@@H]1O[C@H](COP(=O)(O)O)[C@@H](O)[C@H]1O` = 0 | 0 | 4 | -22 | 12 | -29 | -30 | -13 | -16 | -1.1 | -24

# Screens as filed in PubChem.
